Bioassay records (PubChem)
APE1 inh – inhibitors of human APE1 endonuclease; recombinant APE1, TAMRA/BHQ-2 abasic DNA cleavage fluorescence; 0.35% of 350,000 active; Potency, µM (top dose mostly 65.8 µM), for inactives: top-dose activity change, negative = inhibition, hits mostly inhibitors; P27695; AID 2517;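 also: plate controls were vehicle for no effect and reference inhibitor for full effect; nearly all actives have a fitted effect of over 55% in size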
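Activity was derived from the fluorescence gain between first and third kinetic reads (60 s intervals, ex 525/em 598 nm) after 50 nM THF-abasic TAMRA/BHQ-2 duplex was added to 0.75 nM APE1 preincubated 15 min with compound.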
JMJD2A Tudor inh – inhibitors of human JMJD2A Tudor domain. O75164. AlphaScreen JMJD2A-Tudor / H3K4me3 peptide binding. Potency, µM (series often up to 114 µM), for the others: at the highest dose activity change, negative = inhibition, hits mostly inhibitors. 4.4% of 390,000 active; also: % is scaled to controls: 0 for no effect and ±100 for the full control effect; nearly all actives have a fitted effect of over 50% in size
BAZ2B block – blocks human BAZ2B. Q9UIF8. AlphaScreen BAZ2B-H3K14Ac peptide displacement. Potency, µM (highest dose often 114 µM), without a hit: top-dose activity change, negative = inhibition, actives largely listed as inhibitors. 4.4% of 360,000 active; also: % is scaled to controls: 0 for no effect and ±100 for the full control effect; nearly all actives have a fitted effect of over 60% in size
Target sequence (Q9UIF8 whole entry, looked up): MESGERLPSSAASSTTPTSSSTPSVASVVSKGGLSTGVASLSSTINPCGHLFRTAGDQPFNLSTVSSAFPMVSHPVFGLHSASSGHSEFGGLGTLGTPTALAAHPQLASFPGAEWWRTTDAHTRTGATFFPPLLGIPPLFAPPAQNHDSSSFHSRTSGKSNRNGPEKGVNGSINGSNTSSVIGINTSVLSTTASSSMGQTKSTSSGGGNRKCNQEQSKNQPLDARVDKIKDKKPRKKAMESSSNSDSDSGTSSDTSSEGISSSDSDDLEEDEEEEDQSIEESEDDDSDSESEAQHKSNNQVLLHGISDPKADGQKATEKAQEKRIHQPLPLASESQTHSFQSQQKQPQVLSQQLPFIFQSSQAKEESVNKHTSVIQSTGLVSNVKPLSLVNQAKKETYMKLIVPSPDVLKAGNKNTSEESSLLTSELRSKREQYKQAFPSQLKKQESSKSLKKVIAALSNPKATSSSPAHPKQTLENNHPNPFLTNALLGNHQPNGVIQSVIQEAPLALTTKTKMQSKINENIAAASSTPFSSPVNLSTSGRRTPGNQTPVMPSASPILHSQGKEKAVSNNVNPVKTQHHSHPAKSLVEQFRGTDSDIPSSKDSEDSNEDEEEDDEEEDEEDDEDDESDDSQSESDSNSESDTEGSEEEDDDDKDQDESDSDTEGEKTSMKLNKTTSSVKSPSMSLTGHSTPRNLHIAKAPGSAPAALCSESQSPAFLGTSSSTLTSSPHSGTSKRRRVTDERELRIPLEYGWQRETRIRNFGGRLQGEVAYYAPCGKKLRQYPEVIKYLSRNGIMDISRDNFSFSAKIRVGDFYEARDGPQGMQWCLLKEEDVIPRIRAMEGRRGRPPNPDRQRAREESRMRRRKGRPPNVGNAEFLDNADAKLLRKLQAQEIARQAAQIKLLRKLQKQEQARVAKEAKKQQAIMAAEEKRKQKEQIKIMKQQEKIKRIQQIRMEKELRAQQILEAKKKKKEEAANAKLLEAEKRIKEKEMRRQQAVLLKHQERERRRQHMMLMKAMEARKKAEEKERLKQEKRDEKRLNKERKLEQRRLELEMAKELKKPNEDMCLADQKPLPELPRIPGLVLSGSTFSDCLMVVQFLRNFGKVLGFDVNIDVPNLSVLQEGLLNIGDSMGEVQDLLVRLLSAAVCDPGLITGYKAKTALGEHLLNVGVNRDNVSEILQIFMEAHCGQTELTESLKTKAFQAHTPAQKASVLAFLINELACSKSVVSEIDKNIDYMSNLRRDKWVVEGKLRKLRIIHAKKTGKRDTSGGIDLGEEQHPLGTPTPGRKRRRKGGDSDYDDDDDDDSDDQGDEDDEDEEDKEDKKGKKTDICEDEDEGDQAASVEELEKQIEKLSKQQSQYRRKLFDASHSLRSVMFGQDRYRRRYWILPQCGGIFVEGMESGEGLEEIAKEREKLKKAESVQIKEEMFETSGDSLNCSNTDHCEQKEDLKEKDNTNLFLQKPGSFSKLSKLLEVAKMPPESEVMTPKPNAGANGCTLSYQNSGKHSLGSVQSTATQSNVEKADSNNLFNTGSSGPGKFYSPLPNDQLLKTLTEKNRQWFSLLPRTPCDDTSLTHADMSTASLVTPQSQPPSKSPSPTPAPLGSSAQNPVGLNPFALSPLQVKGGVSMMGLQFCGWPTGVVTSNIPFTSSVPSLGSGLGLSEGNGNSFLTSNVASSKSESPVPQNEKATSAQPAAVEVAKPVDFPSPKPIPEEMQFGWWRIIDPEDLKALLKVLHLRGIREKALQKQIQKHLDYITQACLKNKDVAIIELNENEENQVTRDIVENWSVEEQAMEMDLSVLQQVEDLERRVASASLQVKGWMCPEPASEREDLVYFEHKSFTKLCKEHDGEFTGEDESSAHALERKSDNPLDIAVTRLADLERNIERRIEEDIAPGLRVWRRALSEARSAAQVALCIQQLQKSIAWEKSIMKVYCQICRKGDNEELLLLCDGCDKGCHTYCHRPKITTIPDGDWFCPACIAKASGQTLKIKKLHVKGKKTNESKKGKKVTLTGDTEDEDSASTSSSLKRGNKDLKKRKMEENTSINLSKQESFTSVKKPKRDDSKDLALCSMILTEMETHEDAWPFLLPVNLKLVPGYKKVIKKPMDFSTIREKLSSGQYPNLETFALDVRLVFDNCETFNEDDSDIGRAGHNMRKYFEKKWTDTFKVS
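In this displacement format the biotinylated H3(5-23) peptide acetylated at Lys14 serves as ligand at 50 nM, with BAZ2B at 50 nM in PBS pH 7.4 containing 0.01% Tween-20. Donor and acceptor beads are 10 ug/mL final.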
BLM inh – inhibitors of human Bloom syndrome helicase BLM; P54132; recombinant BLM DNA unwinding, fluorescence dequenching; Potency, µM (series often up to 56.1 µM), without a hit: at the highest dose activity change, negative = inhibition, actives largely listed as inhibitors; 0.2% of 350,000 active;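 also: plate controls were vehicle for no effect and no enzyme for full effect; nearly all actives have a fitted effect of over 35% in size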
G9a block – inhibitors of human histone lysine methyltransferase G9a; 8.8% of 350,000 active; Q96KQ7; Potency, µM (titrated, usually from 102 µM), inactives show at the top dose activity, negative = inhibition, most hits filed as inhibitors; G9a H3K9 monomethylation, AlphaScreen, 2 h; also: % is scaled to controls: 0 for no effect and ±100 for the full control effect; nearly all actives have a fitted effect of over 75% in size
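Step 1: enzyme (final 20 nM) with compound, 15 min RT. Step 2: substrate peptide 500 nM and SAM 20 uM, 2 h RT. Step 3: anti-H3K9me1 antibody and AlphaScreen beads, 10 min, then plate read.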
Pol eta inh – blocks human DNA polymerase eta activity; Q9Y253; recombinant Pol eta, fluorescent DNA replication assay; Potency, µM (titrated, usually from 114 µM), inactives show at the top dose activity change, negative = inhibition, hits mostly inhibitors; 1.2% of 390,000 active; also: % is scaled to controls: 0 for no effect and ±100 for the full control effect
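Pol eta at 10 nM preincubated with compounds 15 min at room temperature; reaction started with fluorescent substrate (50 nM final) and read kinetically at 0 and 10 min.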
Pol kappa inh – blocks human DNA polymerase kappa activity; Potency, µM (titrated, usually from 107 µM), for inactives: at the top dose activity, negative = inhibition, most hits filed as inhibitors; purified Pol kappa, fluorescent DNA synthesis assay, 10 min; Q9UBT6; 0.53% of 400,000 active; also: % is scaled to controls: 0 for no effect and ±100 for the full control effect
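Pol kappa 10 nM + cpd, 15 min RT; start w/ substrate 50 nM final; fluorescence kinetic read, 0 and 10 min. Neg ctrl: buffer, no enzyme.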
Pol beta inh – inhibitors of human DNA polymerase beta | Pol beta primer extension/strand displacement, fluorescence kinetic | Potency, µM (doses to about 114 µM), without a hit: at the highest dose activity change, negative = inhibition, hits mostly inhibitors | 1.3% of 340,000 active; also: % is scaled to controls: 0 for no effect and ±100 for the full control effect
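Pol beta (10 nM) and compounds were preincubated 15 min at room temperature, then 50 nM substrate (final) started primer extension/strand displacement. Reads were taken at 0 and 10 min; concentration-response data were fitted to a four-parameter Hill equation.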
Pol iota inh – DNA polymerase iota (human) inhibition | AID 588590 | Pol iota fluorescent replication assay, 10 min | Potency, µM (titrated, usually from 115 µM), inactives show at the highest dose activity, negative = inhibition, usual class: inhibitors | Q9UNA4 | 1% of 390,000 active
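Pol iota at 10 nM preincubated 15 min with compounds at room temperature; reaction started with fluorescent substrate, 50 nM final. Fluorescence read kinetically at 0 and 10 min; buffer-only wells as negative control.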
* marks the source's active call; other numbers are inactive results; ? = inconclusive; / = no result given; & = joins results of further samples; [ ] = dose if it differs, or a comment. Calls follow the shape of the dose curve; as a rule, active = well fitted curve in the direction sought with a large enough effect; inconclusive = small, poorly fitted or top-dose-only effect, or another doubt; inactive = no such curve, though single readings can be large; an effect the other way counts as inactive or inconclusive. Potency is read from the fitted curve at half-maximal effect.

SMILES	APE1 inh	JMJD2A Tudor inh	BAZ2B block	BLM inh	G9a block	Pol eta inh	Pol kappa inh	Pol beta inh	Pol iota inh
CC[C@]1(O)CC2CN(CCc3c([nH]c4ccccc34)[C@@](C(=O)OC)(c3cc4c(cc3OC)N(C=O)[C@H]3[C@@](O)(C(=O)OC)[C@H](OC(C)=O)[C@]5(CC)C=CCN6CC[C@]43[C@@H]65)C2)C1 (stereo not given in full)	-4%	-19%	?	-5%	?	-2%	6%	-7%	-14%
COc1cccc(NC(=O)C2CCN(Cc3cnn(-c4ccccc4)c3-n3cccc3)CC2)c1	?	?	-6%	-7%	?	-22%	-11%	-3%	12%
Cc1ccc(S(=O)(=O)N/N=c2\oc3ccccc3cc2C(=O)Nc2cccc(C)c2)cc1	0%	/	-9%	2%	-2%[59 µM]	/	/	-29%	/
Fc1ccc(-c2n[nH]c(=S)n2-c2ccc3c(c2)OCCO3)cc1	1%	2.8µM*	-23%	-6%	/	-3%	2%	?	5%
O=C1C2C3C=CC(C3)C2C(=O)N1Nc1c(Cl)cc(Cl)cc1Cl (stereo not given)	2%	1%	-14%	1%	6%	-15%	11%	0%	-14%
COc1ccc(Cl)cc1N1C(=O)[C@@H]2C(c3cccc(OC)c3OC)=NO[C@@H]2C1=O	5%	-5%	8%	-5%	5%	2%	-14%	25%	?
COc1ccc(CNC(=O)c2cc3c(=O)n4ccccc4nc3n(Cc3cccnc3)c2=N)cc1	16%	-21%	?	-10%	8%[2.33 µM]	-16%	-27%	0%	?
C=C(C)c1cccc(C(C)(C)NC(=O)NC(c2ccccc2)c2ccc(OC)cc2)c1 (stereo not given)	-11%	-10%	-1%	-5%	1%[59 µM]	-16%	-12%	11%	5%
O=C(CSc1nnc(-c2n[nH]c3ccccc23)n1-c1ccccc1)Nc1cccc(Cl)c1	-6%	-11%	6%	-4%	4%[59 µM]	-14%	-8%	0%	-11%
COc1ccc(Br)cc1/C=C(\C(=O)O)c1ccc(S(=O)(=O)N2CCCCC2)s1	-1%	-31%	?	/	11%[2.33 µM]	?	-35%	/	-14%
O=C(NCc1ccco1)c1ccc2c(c1)S(=O)(=O)c1ccccc1C2=O	/	-34%	/	/	/	-8%	-4%	/	?
CC(=O)C1=NOC2C(=O)N(c3ccccc3)C(=O)C12 (stereo not given)	14%	-6%	-1%	-3%	?	-4%	13%	8%	-18%
COC(=O)c1ccc(N/C(=N/S(=O)(=O)c2ccccc2)c2ccccc2)cc1	0%	-16%	0%	-3%	-3%	-22%	-19%	14%[57.1 µM]	30%
CCOc1ccc(S(=O)(=O)N(C)c2ccc(OCC(=O)N3CCOCC3)cc2)cc1	-3%	-22%	?	1%	30%	4%	-5%	11%	5%
CCOc1ccc(NC(=O)[C@H]2O[C@@H]3OC(C)(C)O[C@@H]3[C@H]3OC(C)(C)O[C@H]32)cc1	/	-7%	-3%	-1%	7%[59 µM]	-10%	7%	30%	8%
O=C(c1ccc2c(c1)N(Cc1ccccc1F)C(=O)c1ccccc1S2(=O)=O)N1CCCCCC1	/	-30%	?	-8%	0%[59 µM]	-16%	-22%	-10%	8%
CSc1ccccc1OCc1cc(C(=O)N2CCN(C3CCCC3)C(=O)C2)no1	14%	-26%	?	-9%	12%	-1%	-4%	?	21%
CC1CCN(C(=O)Cn2c3ccccc3c3nc4n(c(=O)c32)CCCS4)CC1	4%	2%	-7%	-2%	-11%	-15%	3%	9%	24%
O=C(CCl)NNc1cccc(Cl)n1	1%	-6%	-5%	-1%	?	-14%	-2%	16%	10%
COc1ccc(-c2csc(NC(=O)c3c(C)noc3C)n2)cc1	18%	-10%	-3%	/	1%[12.7 µM]	-10%	3%	/	-7%
COC(=O)c1ccc(COC(=O)CNS(=O)(=O)c2ccccc2)cc1	-8%	-7%	2%	-2%	2%	-13%	-4%	16%	27%
CCCn1nc(C(=O)Nc2ccc3c(c2)OCO3)c2ccccc2c1=O	10%	-21%	5%	/	23%[12.7 µM]	-9%	-14%	/	-16%
Cc1cc(C)nc(SCc2ccc(C(=O)N/N=C/c3ccco3)cc2)n1	-7%	-28%	?	-8%	40µM*	-4%	-3%	14µM*	100%[activator]
CS(=O)(=O)Nc1ccccc1C(=O)N1CCCC1	4%	-14%	3%	0%	23%	-11%	7%	3%	18%
O=C(NCc1ccc2c(c1)OCO2)c1ccccc1	3%	-8%	-13%	-2%	-30%	-20%	9%	1%	35%[activator]
COc1ccc(NC(=O)c2cnc(N3CCCCC3)c3ccccc23)cc1Cl	/	8%	4%	-11%	-1%[59 µM]	-26%	-6%[60.1 µM]	-21%	9%
COc1ccc2c(c1)CC(NC(=O)Nc1c(C)cc(C)cc1C)CO2 (stereo not given)	/	-11%	-8%	-6%	-20%[59 µM]	16%	-5%[60.1 µM]	-26%	-12%
O=C(COC(=O)c1cc(=O)[nH]c2ccccc12)Nc1nccs1	-5%	0%	-12%	-13%	31%[59 µM]	-18%	-2%	-30%	?
CC1CCN(CCCn2c(=S)[nH]c3c(sc4ccccc43)c2=O)CC1	-4%	?	-25%	-8%	8.9µM*	-16%	3%	-8%	119%[activator]
CS(=O)(=O)c1ccc2nc(NC(=O)C3CCCO3)sc2c1 (stereo not given)	3%	-12%	-2%	-4%	-4%	-1%	1%	-14%	121%[activator]
O=C(Nc1cccc(Cl)c1)O/N=C\c1ccncc1	-5%	1%	-2%	-2%	15%	-15%	-7%	2%	24%
CCCc1c(C)c2c(C)[nH]nc2oc1=O	-4%	8%	-19%	1%	-49%	-6%	-7%	33%	?
Cc1ccc(C)c(N2CCN(C(=O)C3CCCN(S(=O)(=O)c4c(C)noc4C)C3)CC2)c1 (stereo not given)	1%	?	-21%	-12%	?	-12%	-3%	-13%	7%
Cc1noc(C)c1COc1ccccc1C(=O)N(C)CC(=O)Nc1cccc(F)c1	-8%	-8%	11%	/	-4%	-14%	2%	/	1%
COc1ccc(S(=O)(=O)N2CCN(c3ncnc4c(-c5ccccc5)nsc34)CC2)cc1	-2%	1%	5%	-3%	24%	-15%	0%	14%	3%
c1ccc(-n2nnc3ccccc32)nc1	1%	17%	-1%	2%	7%[59 µM]	-11%	5%	10%	11%
NC(=O)c1ccc(NC(=O)COC(=O)CCSc2ccccc2)cc1	-2%	-16%	-4%	-15%	/	-18%	-11%	0%	23%
Cc1ccc(C(C)C)c(OCc2n[nH]c(=S)o2)c1	4%	-18%	1%	-4%	0%	-25%	-4%	-7%	18%
COc1ccc(-c2ccc(OC)c(C3C4C=CCCC4(C)C(=O)N3Cc3ccccc3)c2)cc1 (stereo not given)	-7%	-34%	/	-3%	/	/	-22%	/	-3%
CN1CCN(Cc2nc3c(c(=O)n(C)c(=O)n3C)n2CCCc2ccccc2)CC1	-6%	-1%	-4%	4%	22%[12.7 µM]	-12%	3%	15%	19%
COc1ccc(-c2cn3cccnc3n2)cc1NC(=O)COc1ccccc1	/	-10%	-15%	1%	3%[59 µM]	-10%	-2%[60.1 µM]	-29%	-13%
CCc1nc(SCC(=O)Nc2ccc(C(=O)O)cc2)n[nH]1	0%	-14%	-4%	4%	45µM*	-11%	7%	-15%	-3%
COC(=O)c1ccc(Cl)cc1NC(=O)Nc1nnc(N2CCCC2)s1	/	-12%	-2%	-1%	-2%[59 µM]	-6%	-4%	-3%	56%[activator]
COc1ccccc1OCC(=O)O	2%&1%	?	-32%&-1%	-4%&4%	?	1%&-11%	-2%&-9%	33%&19%[activator]	9%&3%
O=C(O)c1cccc(-n2cccc2/C=C2/NC(=O)N(c3ccc(Cl)cc3)C2=O)c1	2µM*	0.79µM*	1.8µM*	3.5µM*	1.4µM*	0.71µM*	1.6µM*	0.35µM*	?
c1ccc(-c2nc3cnccn3c2Nc2ccc3c(c2)OCCO3)cc1	5%	45µM*	?	5%	?	-10%	-3%	1%	-9%
O=C1C2CC=C(Cl)CC2C(=O)N1CCN1CCOCC1 (stereo not given)	1%	6%	4%	1%	-7%	?	-2%	11%	15%
COc1ccc(CNC(=O)C[C@H]2C[C@H](C(=O)N3CCOCC3)[C@@]3(CCC4CCCC4)c4[nH]c5ccc(Cl)cc5c4CCN3C2=O)cc1OC	-34%	?	/	/	/	-15%	-18%	/	?
O=C1NC(=O)C(c2ccccc2)(C2CCCC2)N1 (stereo not given)	/	-3%	/	/	/	-3%	-18%	/	8%
Cc1cc(=O)[nH]c(SCCCOc2ccc(F)cc2)n1	11%	-21%	1%	-13%	-16%	6%	0%	-3%	-18%
NC(=O)Cn1c(=O)n(Cc2ccccc2)c(=O)c2cccnc21	-16%	-5%	-1%	-7%	0%	-4%	-4%	11%	?
CCN(CC)S(=O)(=O)c1ccc(NC(=O)[C@H](CCSC)N2Cc3ccccc3C2=O)cc1	/	-20%	-28%	-6%	-27%[59 µM]	-25%	-12%	?	3%
C[C@H](NC(=O)c1nc[nH]c1C(=O)NC(c1ccccc1)c1ccccc1)C(=O)OC(C)(C)C	?	-35%	-1%	-15%	0%[59 µM]	-13%	-15%	4%	-13%
COc1ccc(NC(=O)CSc2nnc(-c3ccc(C)cc3)n2N)cc1	-6%	-13%	-15%	-2%	?	-19%	-20%	-16%	-41%

These rows are one share of the data; the hit share may differ from the screen's.
